eIF4E 4G PPI – inhibitors of eIF4E and eIF4G interaction in translation initiation; P63073+Q04637; TR-FRET eIF4E-eIF4GI(517-606) binding, 2 h; inhibition, % at 21.7 µM; actives 0.37% (n = 220,000);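 active means inhibition above about 30%, limit read from the data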;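 further: 0% = full FRET control wells and 100% = background wells lacking eIF4GI fragment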
NPY Y1 blocker – NPY-Y1 (human) receptor antagonism; HEK293-CNG Y1 cells, membrane potential fluorescence; NPY at EC95, then isoproterenol; inhibition, % at 3.6 µM; actives 1% (n = 200,000); AID 1040;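 active means inhibition above the campaign mean inhibition of all tested compounds plus 3 SD, cut at about 20% in these data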;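 further: 0% = DMSO wells given NPY plus isoproterenol and 100% = isoproterenol alone without NPY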
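Test system – HEK293 Y1/CNG channel cell line · Also added – NPY agonist 25 nM, then isoproterenol 1 µM plus Ro 20-1724 25 µM · Compound dosing – one concentration, 3.6 µM, in 0.4% DMSO · Schedule – compound incubation 1 h at room temperature, readout 45 min post-stimulation · Technique – fluorescence, membrane potential probe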
EP2 mod – EP2 receptor (human) modulation | actives 0.83% (n = 260,000) | EP2-expressing cells, cAMP HTRF FRET, PGE2 co-stimulation | induction, % at 25 µM | P43116;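 active means compounds whose cAMP rise, as percent of the full-agonist control response, exceeds 60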;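 further: rat C6 glioma line stably carrying human EP2 under a CMV promoter; the protocol text gives 20 µM as final concentration; 100% = response of wells given 1 µM PGE2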
Target sequence (P43116 whole entry, looked up): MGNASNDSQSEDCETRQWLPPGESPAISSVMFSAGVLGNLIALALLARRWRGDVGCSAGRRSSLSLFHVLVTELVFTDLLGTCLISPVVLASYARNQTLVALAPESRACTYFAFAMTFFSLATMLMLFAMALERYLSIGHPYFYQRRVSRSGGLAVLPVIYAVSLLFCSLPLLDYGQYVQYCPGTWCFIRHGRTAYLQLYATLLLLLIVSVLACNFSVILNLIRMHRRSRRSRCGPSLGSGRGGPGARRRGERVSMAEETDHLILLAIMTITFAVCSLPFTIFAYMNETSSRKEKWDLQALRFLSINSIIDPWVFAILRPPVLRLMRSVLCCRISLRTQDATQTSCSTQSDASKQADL
p97 inhibitor – inhibitors of human p97 ATPase; P55072; recombinant p97 ATPase, Kinase-Glo ATP luminescence, 3 h; inhibition, % at 8 µM; actives 0.42% (n = 220,000); AID 1481; in the data active means inhibition above about 15%;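 further: 0% = DMSO vehicle and 100% = wells lacking enzyme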
S1P4 agonist – activates the human S1P4 receptor; S1P4-expressing cell line, agonist reporter assay; actives 0.35% (n = 220,000); activation, % at 4.98 µM; AID 1509; in the data active means activation above about 11%;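 further: 0% = DMSO vehicle and 100% = reference agonist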
Target sequence (O95977 whole entry, looked up): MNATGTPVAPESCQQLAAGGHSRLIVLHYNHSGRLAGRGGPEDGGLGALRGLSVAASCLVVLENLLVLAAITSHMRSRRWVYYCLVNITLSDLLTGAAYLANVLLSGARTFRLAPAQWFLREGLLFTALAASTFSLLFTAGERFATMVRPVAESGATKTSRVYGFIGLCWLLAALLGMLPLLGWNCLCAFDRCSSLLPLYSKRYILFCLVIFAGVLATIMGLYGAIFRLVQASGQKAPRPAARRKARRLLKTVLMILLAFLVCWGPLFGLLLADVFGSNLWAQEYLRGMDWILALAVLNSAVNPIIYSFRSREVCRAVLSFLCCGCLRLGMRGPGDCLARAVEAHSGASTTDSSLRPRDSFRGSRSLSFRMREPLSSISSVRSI
S1P4 antagonist – human S1P4 receptor antagonism. inhibition, % at 4.98 µM. actives 0.26% (n = 220,000). S1P4-expressing cells, antagonist mode, reporter read-out. AID 1510; in the data active means inhibition above about 29%;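 further: 0% = wells stimulated with agonist and 100% = vehicle wells without agonist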
EP2 antag – EP2 receptor (human) inhibition. actives 0.52% (n = 260,000). inhibition, % at 25 µM. P43116. C6 glioma cells expressing human EP2, cAMP TR-FRET; cells stimulated with saturating PGE2. AID 1422;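 active means percent inhibition above 40 after rounding to a whole number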;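 further: rat C6 glioma host cells with rolipram phosphodiesterase inhibitor present; the protocol text gives 20 µM as final concentration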
NPY1 pot ag – potentiates or activates human NPY-Y1 receptor | P25929 | NPY-Y1 expressing cells, potentiator/agonist activation | activation, % at 3.6 µM | actives 0.37% (n = 220,000); in the data active means activation above about 33%, passing the limit was not always enough;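 further: cells stimulated with NPY at EC10 then isoproterenol at EC100; 0% = low agonist plus stimulus and 100% = saturating agonist plus stimulus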
NPY-Y2 PAM-ag – human NPY-Y2 potentiation or agonism, primary screen; cells expressing NPY-Y2, potentiator/agonist read-out; activation, % at 3.6 µM; actives 0.45% (n = 220,000); AID 1359; in the data active means activation above about 27%;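 further: cells stimulated with NPY near EC25 plus isoproterenol at EC100; 0% = vehicle plus submaximal agonist and 100% = vehicle plus saturating agonist; some results beyond the cut were filed as inactive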
* marks the source's active call; other numbers are inactive results; nt = not tested or not shown; & = joins results of further samples; [ ] = dose if it differs, or a comment.

SMILES	eIF4E 4G PPI	NPY Y1 blocker	EP2 mod	p97 inhibitor	S1P4 agonist	S1P4 antagonist	EP2 antag	NPY1 pot ag	NPY-Y2 PAM-ag
COc1ccc(NC(=O)c2oc3ccc(S(=O)(=O)N4CCC5(CC4)OCCO5)cc3c2C)cc1	-20	-5	-29	-2	-1.9	-29	10	1	-5
O=[N+]([O-])c1ccc([C@H](O)[C@H](CO)N=Cc2ccccc2O)cc1	6[fluorescence artefact?]	1	15	-1	1.1	-20	8	3	-5
C=C(C)CN=c1scc(C)n1/N=C/c1ccco1	5	2	9	5	-1.8	-2	13	24	11
CCCCSc1nc(C)c(CC(=O)OC)c(=O)[nH]1	-2[fluorescence artefact?]	0	18	4	1.4	-29	9	-1	1
CC(=O)Nc1nc(CC(C)C)cc2c1c(=O)oc1ccccc12	-5	3	15	0	0.1	-2	14	-2	-5
COC(=O)c1c(C)n(-c2ccc(C)cc2)c2ccc(O)cc12	0	9	13	-6	-0.1	-15	6	-14	-17
O=C(OCCCN=C1NS(=O)(=O)c2ccccc21)c1ccccc1F	10	3	6	1	1.5	5	2	-2	1
Cc1c(C(=O)N2c3ccccc3Sc3ccccc32)cccc1[N+](=O)[O-]	5	-3	41	-4	1.1	-1	3	33	-1
COc1ccc(C(=O)Nc2cccc(OC(=O)c3ccc(C)c(C)c3)c2)cc1	4	11	11	1	-0.1	-3	nt	-24	-15
CCN(CC)c1cc(CS(=O)c2ccccc2)nc(-c2ccccc2)n1 (stereo not given)	nt	5	nt	2	0.6	-4	8	6	3
NC(=O)COC(=O)CCCc1nc2ccccc2s1	-3[fluorescence artefact?]	3	-25	0	1.1	4	7	-1	0
COc1ccc(C(=O)Nc2cccc(NC(C)=O)c2)cc1OC	5	-2	28	10	1.1	5	6	-1	6
CCNc1ccc([N+](=O)[O-])cc1	-1	nt	-28	4	0.0	-4	10	-1	-6
O=C(NCCc1cn2ccccc2n1)c1ccc(Br)o1	9	1	9	-10	1.0	-6	9	-17	-13
CC1CCCCN1C(=O)c1cc(F)c(F)cc1Cl (stereo not given)	-7	-5	1	5	-0.3	-5	15	2	-6
CCOc1ccccc1NC(=O)c1ccc(NC(=O)c2ccco2)cc1	-2	-3	-72	-1	-1.8	-8	19	7	-2
Cc1ccc(-c2nc3ccc(Cl)cc3n2OC(C)C(=O)O)cc1 (stereo not given)	2	-8	3	-3	-0.5	-13	3	-23	-18
COc1ccc(-c2nnc(Nc3nc4c(OC)cccc4s3)o2)cc1	-46[fluorescence artefact?]	0	-46	6	1.3	-5	nt	-2	10
CCOC(=O)c1sc(=S)n(C)c1NC(=O)c1ccc(F)cc1	0	2	-3	11	0.8	-17	5	-17	8
Cc1nn(Cc2ccccc2Cl)c2sc(C(=O)NC(C)(C)C)cc12	11	4	-19	-1	1.9	17	20	-33	-24
O=C1c2cccc(OCC(=O)N3CCCc4ccccc43)c2CCN1Cc1ccc(Br)cc1	-2[fluorescence artefact?]	0	-3	1	0.6	-7	7	3	1
COc1cc2[nH]c(=S)n(N(C(C)=O)C(C)=O)c(=O)c2cc1OC	9	6	15	3	-1.2	-6	4	10	11
CC1=CC2(C#N)C3(N=C(N)C2(C#N)C(c2ccccc2)N1)OCCO3 (stereo not given)	1	-6	10	1	-0.1	-10	6	-4	-8
COC(=O)c1ccccc1NC(=S)NC(=O)COc1ccc(C)cc1	nt	14	nt	0	0.9	-31	13	-30	-36
O=C(CSc1nnc(-c2ccc(O)cc2)n1Cc1ccco1)c1ccccc1	-3[fluorescence artefact?]	0	-3	0	1.0	-2	16	3	-13
Cc1cc(C=C(C#N)C#N)c(C)n1-c1ccccc1	-2	5	5	2	0.7	0	14	-15	-17
N#CCCN(C(=O)COc1ccc(C#N)cc1)c1ccc(F)cc1	5	2	-5	-2	0.1	-4	2	7	1
CCCn1c(SCC(=O)N2c3ccc(F)cc3CCC2C)nnc1-c1ccccn1 (stereo not given)	3	-5	-5&-10	-6	2.6	-17	11&9	-10	-11
CC(=O)C1=C(O)C(=O)N(CCNCCO)C1c1ccccc1 (stereo not given)	3	2	5	4	-1.1	-19	nt	16	-22
Cc1ccc(C)c(N2CCN(C(=O)Cn3cccc3)CC2)c1	2	0	-4	-1	1.9	-2	10	22	9
Fc1ccc(CN2C3=NCCCN3c3ccccc32)cc1	-4[fluorescence artefact?]	6	-3	9	-1.1	-16	4	-32	-4
COc1ccccc1/C=C/C=N/NC(=O)c1ccco1	-1	nt	-14	5	0.6	-11	7	6	-4
Nn1c(SCC(=O)Nc2ccc(F)cc2)nnc1-c1cccnc1	-5	1	13	0	2.8	-17	3	-4	4
CC(=O)N(C)/C=C1\Sc2ccccc2C1=O	-4	0	0	4	1.0	-25	nt	8	19
CCCNC(=O)c1ccc(Cn2c(=S)[nH]c3c([nH]c4ccc(OC)cc43)c2=O)cc1	-7	1	33	-3	1.2	-13	4	-28	7
Cc1cc(Cl)c(O)c(-n2nc3ccccc3n2)c1	2	nt	9	9	1.0	9	7	-27	-13
CCN(CC)CCn1c(SCC(=O)Nc2ccc(F)cc2)nc2c(sc3ccccc32)c1=O	1	35*	-16	-3	-0.5	-4	9	-55	-25
CC1=CC(C)(C)N2C(=O)C3(C(C#N)=C(N)Oc4cc(C)oc(=O)c43)c3cccc1c32 (stereo not given)	2	3	19	0	0.6	0	14	13	-10
Cc1sc2ncnc(SCC(=O)N3CCN(C(=O)c4ccco4)CC3)c2c1C	2	4	27	-5	1.0	-17	25	5	-6
COCCn1c(=O)[nH]c2cc(C(=O)NCCc3ccc(OC)c(OC)c3)ccc2c1=O	0	-1	11	0	2.2	2	18	-10	7
O=C(CC(NCc1ccccn1)C(=O)O)Nc1ccccc1Cl (stereo not given)	-7	0	6	7	1.5	-9	6	21	13
CCOC(=O)C1C(c2ccc(Cl)cc2)NC(=S)NC1(O)C(F)(F)F (stereo not given)	2	8	8	-2	-0.5	2	11	-3	-7
COc1ccc(C2(C)NC(=O)N(CC(=O)Nc3ccc(S(=O)(=O)N4CCCC4)cc3)C2=O)cc1 (stereo not given)	3	-5	-28	-1	1.8	6	10	34	9
O=[N+]([O-])c1cc(C(F)(F)F)ccc1-n1nnc2ccccc21	4	4	15	-2	0.7	-4	-1	7	13
COC(=O)c1sccc1NC(=S)N1CCN(c2ccccc2)CC1	4	-2	13	2	0.7	-28	5	0	0
Cc1n[nH]c(=S)c2nn(-c3cccc(Cl)c3)c(C)c12	4	-1	26	3	0.3	4	nt	9	-9
CCOc1cc(S(=O)(=O)NCc2ccncc2)ccc1Cl	1	2	-17	1	-0.1	-11	8	-31	9
CCOC(=O)C1(CC/C(C)=N\NC(N)=O)CC(C)(C)OC1=O (stereo not given)	-7[fluorescence artefact?]	1	13	-3	-0.2	3	6	11	-11
FC(F)(F)c1cccc(Oc2cc(C(F)(F)F)nc(-c3ccccn3)n2)c1	0	-2	4	5	-3.1	-26	5	17	-1
COc1ccc(C(C(=O)NC2CCCC2)N(C(=O)c2snc(-c3ccc(F)cc3)c2N)c2ccc(F)cc2)cc1 (stereo not given)	-6	-1	20	2	1.3	-10	8	15	-3
COc1cc2c(cc1NC(=O)/C=C/c1ccccc1)oc1ccccc12	1	16	16	4	-2.9	5	8	-30	-28
Cc1ccc(-n2nc(C)cc2Nc2ncc(Cl)cc2Cl)cc1	3	11	5	-1	2.7	-20	10	-12	-4
O=c1[nH]c(CSc2nnc(Nc3ccccc3)s2)nc2ccccc12	-5	nt	-8	1	0.2	-1	11	8	-13
Cn1cc(C(=O)Nc2cccc(F)c2)cn1	0[fluorescence artefact?]	5	12	2	-0.7	5	17	6	-11
CCc1ccccc1NC(=O)CC1CS(=O)(=O)CC1CC(=O)Nc1ccccc1CC (stereo not given)	4[fluorescence artefact?]	-3	17	4	1.4	-14	1	3	-2
Cc1cc2nc(CCN(C(=S)NCC3CCCO3)C3CCCC3)[nH]c2cc1C (stereo not given)	1	1	-32	4	0.4	1	10	2	0
COC(=O)CC1=Nc2ccccc2NC(=O)C1	-9[fluorescence artefact?]	-3	5	1	-0.6	-5	7	-5	-6
COC(=O)Nc1cc([N+](=O)[O-])ccc1OC	-2[fluorescence artefact?]	3	9	-1	-2.7	-9	3	-7	-9
CCOc1ccccc1NC(=S)NCCc1ccccc1	0	6	-56	1	-1.5	8	11	9	-3
Cc1ccc(S(=O)(=O)NC(=O)Nc2ccccc2)cc1	2	1	1	-1	0.2	-10	10	11	-16

One compound at a time, from the list above.
`CCOc1cc(S(=O)(=O)NCc2ccncc2)ccc1Cl` across the screens: eIF4E 4G PPI = 1; NPY Y1 blocker = 2; EP2 mod = -17; p97 inhibitor = 1; S1P4 agonist = -0.1; S1P4 antagonist = -11; EP2 antag = 8; NPY1 pot ag = -31; NPY-Y2 PAM-ag = 9
`Cc1ccc(-n2nc(C)cc2Nc2ncc(Cl)cc2Cl)cc1` across the screens: eIF4E 4G PPI = 3; NPY Y1 blocker = 11; EP2 mod = 5; p97 inhibitor = -1; S1P4 agonist = 2.7; S1P4 antagonist = -20; EP2 antag = 10; NPY1 pot ag = -12; NPY-Y2 PAM-ag = -4

Continuation:
SMILES	eIF4E 4G PPI	NPY Y1 blocker	EP2 mod	p97 inhibitor	S1P4 agonist	S1P4 antagonist	EP2 antag	NPY1 pot ag	NPY-Y2 PAM-ag
COC(=O)CCn1nnc(-c2cccs2)n1	-1[fluorescence artefact?]	6	15	1	0.5	18	6	-5	-5
COC(=O)c1scc(C)c1S(=O)(=O)Nc1ccc(C)cc1	4	nt	3	9	0.9	-7	8	11	9
O=c1c2ccccc2cnn1-c1ccc2ccccc2c1	-4	-1	12	2	-1.4	3	3	-18	-21
CCOC(=O)CN1CC23C=CC(O2)C(C(=O)NCCc2ccccc2)C3C1=O (stereo not given)	-2[fluorescence artefact?]	1	-9	-3	-2.5	-7	5	-14	-5
O=C(NNc1nc(-c2ccc(Cl)cc2)cs1)c1ccco1	-1[fluorescence artefact?]	-8	-27	1	-0.2	-4	12	-15	-1
CCOC(=O)C1=NN(c2ccccc2)C2=NC(C)=C(C(=O)OC)C(c3ccc(C)cc3)N12 (stereo not given)	18[fluorescence artefact?]	7	54	5	-0.6	-24	3	5	-19
O=C(Nc1ccccc1NS(=O)(=O)c1ccc(F)cc1)C1CCC1	-2	0	8	1	-0.1	1	8	-6	-6
Cc1cccc(-c2ncc(CN3CCC(CO)(CCCc4ccccc4)CC3)cn2)c1	1	5	-13	-4	-0.1	-13	2	-5	-15
Cc1cc(C)c(C#N)c(SCC(=O)C2CC2)n1	-2	nt	-3	3	1.9	-14	16	9	-7
C=CCc1cccc(C=Nc2cc(Br)ccc2O)c1O	12[fluorescence artefact?]	-1	67*	3	2.2	9	6	-14	2
CC1CC(C)CN(C(=O)/C(=C\c2ccccc2)c2ccccc2)C1 (stereo not given)	1	19	63*	2	-1.1	-14	2	-14	-4
CCOC(=O)c1cc(C)nn1-c1nc(Cl)cc(OC)n1	1	1	8	1	-0.2	-2	8	-3	3
CC1=CC(C)C2C(=O)N(c3ccccc3)NC(=O)C2C1 (stereo not given)	14	0	14	3	-0.2	-15	8	2	-7
CC(Nc1n[nH]c(=O)[nH]c1=O)C(=O)N/N=C/c1ccccc1 (stereo not given)	4	nt	2	2	0.1	-11	2	13	-2
COCCN(C(=S)Nc1ccc(C)c(C)c1)C(C)c1ccco1 (stereo not given)	-3	12	17	4	-1.0	0	11	-5	1
COc1ccc(/C=C2\SC(=S)N(NC(=O)c3csc4c3CCCC4)C2=O)cc1	8[fluorescence artefact?]	9	30	0	-0.1	-22	29	-14	-17

Bioassay records: PubChem, several laboratories

The list is partial; rates above refer to the full screens.
